Bioassay records as filed in PubChem.
PriA SSB inh: blocks PriA binding to SSB C-terminal tail. AlphaScreen SSBct-PriA binding, biotinylated peptide. inhibition, % at 33 µM. hit rate 0.6% among 430,000. AID 1272365; in the data active = inhibition mostly above about 37%, no sharp cut-off; inactive = mostly below about 20%;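 also: plate controls were negative control peptide for no effect and reference peptide for full effect; strong numbers were not always called active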
3CLpro inhibitor: SARS-CoV 3CLpro protease inhibition | P0C6X7 | recombinant SARS-CoV 3CLpro, quenched FRET peptide cleavage | inhibition, % at 6 µM | hit rate 0.14% among 290,000; in the data active = inhibition above about 12%
PfHsp40 rescue: rescue of PfHsp40-mediated yeast toxicity; S. cerevisiae expressing PfHsp40, growth rescue, ATP luminescence; growth rescue, % at 12.5 µM; hit rate 0.68% among 340,000; in the data active = growth rescue above about 28%, passing the limit was not always enough;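 also: yeast W303a lacking pdr1 and pdr3 grown in galactose medium; growth measured after three days at 30 °C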
Vc quorum ag: induces V. cholerae light production without autoinducers | V. cholerae BH1578 lux reporter, luminescence, 6 h | activation, % at 18.7 µM | hit rate 0.16% among 350,000; in the data active = activation mostly above about 9.7%, no sharp cut-off; also: not every result past the cut was called active; inactives centre near 0; reference of the scale not given here
TcdB inh: inhibitors of Clostridioides difficile toxin B glycohydrolase; hit rate 0.24% among 350,000; P18177; TcdB glycohydrolase enzymatic assay, plate reader; inhibition, % at 9.99 µM; in the data active = inhibition above about 10%
Rv3671c inh: inhibits the M. tuberculosis serine protease Rv3671c; P9WHR9; inhibition, % at 5.96 µM; hit rate 0.048% among 320,000; AID 2606; in the data active = inhibition above about 38%;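 also: extracellular domain of Rv3671c used as enzyme; 0% = enzyme with DMSO and 100% = no enzyme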
Anthrax LF inh2: inhibitors of Bacillus anthracis lethal factor protease | P15917 | multiplex microsphere protease cleavage assay, LF | inhibition, % at 10 µM | hit rate 0.12% among 360,000; in the data active = inhibition above about 30%; also: plate controls were buffer without enzyme for full effect and enzyme alone for no effect
Target sequence (P15917 whole entry, looked up): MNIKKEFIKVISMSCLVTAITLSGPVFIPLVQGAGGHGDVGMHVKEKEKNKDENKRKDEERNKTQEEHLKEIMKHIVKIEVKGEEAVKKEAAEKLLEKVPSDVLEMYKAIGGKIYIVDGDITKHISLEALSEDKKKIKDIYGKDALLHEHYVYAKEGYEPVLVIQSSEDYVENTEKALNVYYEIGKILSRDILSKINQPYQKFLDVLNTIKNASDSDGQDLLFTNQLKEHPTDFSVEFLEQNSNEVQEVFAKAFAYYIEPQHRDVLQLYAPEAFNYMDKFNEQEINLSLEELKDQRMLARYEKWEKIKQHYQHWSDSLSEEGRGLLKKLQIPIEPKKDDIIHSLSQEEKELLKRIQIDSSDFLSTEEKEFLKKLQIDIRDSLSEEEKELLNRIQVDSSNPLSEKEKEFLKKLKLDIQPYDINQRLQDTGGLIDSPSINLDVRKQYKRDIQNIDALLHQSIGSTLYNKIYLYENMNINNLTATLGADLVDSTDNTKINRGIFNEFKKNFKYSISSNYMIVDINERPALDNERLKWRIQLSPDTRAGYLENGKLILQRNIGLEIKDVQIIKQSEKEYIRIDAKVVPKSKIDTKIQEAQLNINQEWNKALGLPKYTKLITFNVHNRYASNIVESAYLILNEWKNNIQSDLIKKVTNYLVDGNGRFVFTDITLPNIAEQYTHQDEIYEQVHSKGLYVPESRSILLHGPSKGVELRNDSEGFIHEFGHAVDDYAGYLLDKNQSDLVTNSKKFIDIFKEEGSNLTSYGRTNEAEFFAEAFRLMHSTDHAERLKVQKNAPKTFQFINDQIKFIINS
Yp Topo-I inh: blocks Yersinia pestis topoisomerase I activity; Y. pestis Topo-I cleavage product accumulation, plate reader; activity, % at 10 µM; hit rate 0.064% among 360,000; in the data active = activity above about 50%, passing the limit was not always enough; also: inactives centre near 2
VHR inh abs: blocks human VHR1 dual specificity phosphatase; P51452; recombinant VHR phosphatase, pNPP absorbance; inhibition, % at 13.3 µM; hit rate 0.52% among 290,000; AID 1654; in the data active = inhibition above about 50%; also: some compounds called inactive have numbers as strong as hits
MazF activator: activators of E. coli MazEF toxin-antitoxin RNase. P0AE70. FAM/BHQ RNA-DNA oligo cleavage fluorescence, 5 h. activation, % at 20 µM. hit rate 0.32% among 350,000. AID 504720; in the data active = activation above about 50%
Target sequence (P0AE70 whole entry, looked up): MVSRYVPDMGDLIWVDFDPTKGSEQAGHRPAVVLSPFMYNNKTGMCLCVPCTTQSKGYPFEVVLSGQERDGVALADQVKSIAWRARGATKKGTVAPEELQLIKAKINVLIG
An asterisk follows results filed as active; & = joins results of further samples.

For O=C(O)C1C(c2ccccc2)C(C(=O)OCc2ccco2)C1c1ccccc1 (stereo unspecified) the results were PriA SSB inh -2, 3CLpro inhibitor 2, PfHsp40 rescue 0.0, Vc quorum ag inactive, Rv3671c inh -2, Anthrax LF inh2 -1, Yp Topo-I inh -5, VHR inh abs 6 and MazF activator 1.
For CC(C)NC(=O)NC(=O)CSc1ccccc1F the results were PriA SSB inh -11, 3CLpro inhibitor -3, PfHsp40 rescue -2.0, Vc quorum ag -0.5, Rv3671c inh -3, Anthrax LF inh2 -1, Yp Topo-I inh -5, VHR inh abs -5 and MazF activator 2.
`Cc1ccc(C(=O)Nc2cccc(C(F)(F)F)c2)cc1Nc1ccccn1` gave PriA SSB inh -18, PfHsp40 rescue 2.4, Vc quorum ag -0.4, TcdB inh 1.3, Rv3671c inh -17, Anthrax LF inh2 2, Yp Topo-I inh 0, VHR inh abs 22 and MazF activator 4.
Cc1ccc(-c2csc3nnc(SCC(=O)N4CCN(Cc5ccccc5)CC4)n23)cc1 was read as PriA SSB inh -2, 3CLpro inhibitor -2, PfHsp40 rescue 0.9, Vc quorum ag 0.0, Rv3671c inh 6, Anthrax LF inh2 1, Yp Topo-I inh 24, VHR inh abs 28 and MazF activator 2.
For O=C(O)CCn1cnc2ccccc2c1=O the results were PriA SSB inh 31&-21, 3CLpro inhibitor 2, PfHsp40 rescue 0.2, Vc quorum ag inactive, Rv3671c inh 2, Anthrax LF inh2 -5, Yp Topo-I inh -7, VHR inh abs 13 and MazF activator 5.
C=CCS(=O)(=O)c1cccc2cccnc12 was read as PriA SSB inh -3, 3CLpro inhibitor 2, PfHsp40 rescue 0.2, Vc quorum ag inactive, TcdB inh 2.9, Rv3671c inh -1, Anthrax LF inh2 -2, Yp Topo-I inh 5, VHR inh abs 8 and MazF activator 0.
For CC1(C(=O)NC2CCCC2)CCC(=O)N1Cc1ccccc1 (stereo unspecified) the results were PriA SSB inh -7, 3CLpro inhibitor 0, PfHsp40 rescue -0.1, Vc quorum ag -0.2, Rv3671c inh 4, Anthrax LF inh2 -3, Yp Topo-I inh 7, VHR inh abs 11 and MazF activator 11.
Screening O=C(Nc1ccc(NC(=O)c2cccs2)c(Cl)c1)c1ccco1 returned PriA SSB inh 3, 3CLpro inhibitor -6, PfHsp40 rescue 0.2, Vc quorum ag -0.1, TcdB inh 1.7, Rv3671c inh -8, Anthrax LF inh2 1, Yp Topo-I inh -4, VHR inh abs 6 and MazF activator -2.
`CCN(CC)S(=O)(=O)c1ccc2oc(C(=O)NC3CCCc4ccccc43)c(C)c2c1` (stereo unspecified) gave PriA SSB inh -9, 3CLpro inhibitor -4, PfHsp40 rescue 0.5, Vc quorum ag -0.4, TcdB inh 0.7, Rv3671c inh 0, Anthrax LF inh2 -5, Yp Topo-I inh 3, VHR inh abs 9 and MazF activator 3.
For COc1ccc(C(=O)NC(=S)Nc2cccnc2)cc1OC the results were PriA SSB inh -12, 3CLpro inhibitor 3, PfHsp40 rescue -2.3, Vc quorum ag inactive, TcdB inh 1.5, Rv3671c inh -2, Anthrax LF inh2 -4, Yp Topo-I inh -6, VHR inh abs -13 and MazF activator 6.
`COc1ccccc1N(CC(O)CN1CCCCC1)S(=O)(=O)c1ccc(C)cc1` (stereo unspecified) gave PriA SSB inh -8, 3CLpro inhibitor -3, PfHsp40 rescue -2.0, Vc quorum ag -0.3, TcdB inh -0.5, Rv3671c inh -8, Anthrax LF inh2 -2, Yp Topo-I inh -8, VHR inh abs 7 and MazF activator 3.
`O=C(Nc1ccc(N2CCN(Cc3ccccc3)CC2)cc1)c1ncn[nH]1` gave PriA SSB inh 3, 3CLpro inhibitor -2, PfHsp40 rescue -0.9, Vc quorum ag 5.9, Rv3671c inh 2, Anthrax LF inh2 -5, Yp Topo-I inh -15, VHR inh abs 18 and MazF activator -4.
`CCN(C[C@H]1N[C@@](CC)(C(=O)OC)[C@H]2C(=O)N(C)C(=O)[C@@H]12)C(=O)Nc1ccc(C)cc1` gave PriA SSB inh -2, PfHsp40 rescue -0.6, Vc quorum ag -1.0, TcdB inh 1.6, Rv3671c inh 6, Anthrax LF inh2 -7, Yp Topo-I inh 1 and MazF activator 11.
Screening O=C(NCc1ccccc1)/C(=N\O)c1ccccc1 returned 3CLpro inhibitor 4, PfHsp40 rescue -1.7, Vc quorum ag -0.2, Rv3671c inh 5, Anthrax LF inh2 1, Yp Topo-I inh 3, VHR inh abs 7 and MazF activator -5.
`COc1ccc(/C(O)=C2\C(=O)C(=O)N(CC3CCCO3)C2c2cc(OC)ccc2OC)cc1` (stereo unspecified) gave 3CLpro inhibitor 2, PfHsp40 rescue 0.1, Vc quorum ag -0.2, TcdB inh 2.9, Rv3671c inh -2, Anthrax LF inh2 2, Yp Topo-I inh 5, VHR inh abs 14 and MazF activator -8.

Among those listed so far, 2 have a COOH group.
For O=C(O)C1C(c2ccccc2)C(C(=O)OCc2ccco2)C1c1ccccc1 (stereo unspecified) the results were PriA SSB inh -2, 3CLpro inhibitor 2, PfHsp40 rescue 0.0, Vc quorum ag inactive, Rv3671c inh -2, Anthrax LF inh2 -1, Yp Topo-I inh -5, VHR inh abs 6 and MazF activator 1.
For O=C(O)CCn1cnc2ccccc2c1=O the results were PriA SSB inh 31&-21, 3CLpro inhibitor 2, PfHsp40 rescue 0.2, Vc quorum ag inactive, Rv3671c inh 2, Anthrax LF inh2 -5, Yp Topo-I inh -7, VHR inh abs 13 and MazF activator 5.

Going on with the list:
Cc1cc(NC(=O)c2cc3n(n2)C(C(F)(F)F)CC(c2ccc(Cl)c(Cl)c2)N3)no1 (stereo unspecified) was read as PriA SSB inh 5, 3CLpro inhibitor 0, PfHsp40 rescue -0.2, Vc quorum ag -0.2, Rv3671c inh -1, Anthrax LF inh2 6, Yp Topo-I inh -1, VHR inh abs 18 and MazF activator 1.
CC(=O)c1cccc(Nc2nc(-c3ccccc3)cs2)c1 was read as PriA SSB inh 0, 3CLpro inhibitor 7, PfHsp40 rescue 0.6, Vc quorum ag 1.4, TcdB inh 1.6, Rv3671c inh 1, Anthrax LF inh2 0, Yp Topo-I inh -18, VHR inh abs 17 and MazF activator 6.
CCN(CC)CCN1C(=O)C(=O)/C(=C(/O)c2c(C)[nH]c(C(=O)OC)c2C)C1c1cccs1 (stereo unspecified) was read as 3CLpro inhibitor 5, PfHsp40 rescue -0.1, Vc quorum ag -0.3, Rv3671c inh -5, Anthrax LF inh2 1, Yp Topo-I inh -9, VHR inh abs -18 and MazF activator 6.
C=CCN(c1ccccc1)S(=O)(=O)c1cccc(C(=O)OCC(=O)NCCOC)c1 was read as PriA SSB inh 0, 3CLpro inhibitor 0, PfHsp40 rescue -0.6, Vc quorum ag inactive, TcdB inh 0.6, Rv3671c inh 16, Anthrax LF inh2 1, Yp Topo-I inh 3, VHR inh abs 13 and MazF activator 3.
`C=CCN(c1ccc(C(=O)NCCc2ccccc2)cc1)S(C)(=O)=O` gave PriA SSB inh -14, 3CLpro inhibitor -1, PfHsp40 rescue 0.2, Vc quorum ag -0.2, Rv3671c inh -1, Anthrax LF inh2 1, Yp Topo-I inh 10, VHR inh abs -2 and MazF activator 2.
For CCCNC(=O)C(Cc1cccc(OC)c1)NC(=O)c1ccc(C#N)cc1 (stereo unspecified) the results were PriA SSB inh -6, PfHsp40 rescue 0.3, Vc quorum ag -0.4, TcdB inh -0.1, Rv3671c inh 6, Anthrax LF inh2 -1, Yp Topo-I inh 1 and MazF activator 8.
`O=C(Nc1ccc(Cl)cn1)c1cccc(S(=O)(=O)N2CCCCC2)c1` gave PriA SSB inh -4, 3CLpro inhibitor 2, PfHsp40 rescue 70*, Vc quorum ag -0.3, TcdB inh 0.3, Anthrax LF inh2 -8, Yp Topo-I inh 16, VHR inh abs 12 and MazF activator 13.
`O=C(c1cccnc1)c1ncc(C(F)(F)F)cc1Cl` gave PriA SSB inh -8, 3CLpro inhibitor 1, PfHsp40 rescue 0.7, Vc quorum ag inactive, TcdB inh -1.3, Rv3671c inh 6, Anthrax LF inh2 -6, Yp Topo-I inh -1, VHR inh abs 27 and MazF activator -5.
For O=C(N/N=C/c1cccc(F)c1)c1cc(-c2ccco2)nc2ccccc12 the results were 3CLpro inhibitor -9, PfHsp40 rescue 0.3, Vc quorum ag -1.3, Rv3671c inh 0, Anthrax LF inh2 5, Yp Topo-I inh -9, VHR inh abs 24 and MazF activator 5.
C=CCc1cccc2cc(C(=O)Nc3ccc(CC(=O)O)cc3)c(=O)oc12 was read as PriA SSB inh 6, 3CLpro inhibitor 2, PfHsp40 rescue 0.3, Vc quorum ag 8.3, TcdB inh 0.0, Rv3671c inh -2, Anthrax LF inh2 -7, Yp Topo-I inh -3, VHR inh abs 52* and MazF activator 5.
CC(c1cccs1)N(C)Cc1nc(CCc2ccccc2)no1 (stereo unspecified) was read as PriA SSB inh -30, 3CLpro inhibitor 3, PfHsp40 rescue 1.6, Vc quorum ag -0.3, TcdB inh 1.2, Rv3671c inh -2, Anthrax LF inh2 -1, Yp Topo-I inh 25, VHR inh abs 22 and MazF activator -3.
Cc1cc(=O)oc(C)c1C(=O)Nc1cccc(F)c1 was read as PriA SSB inh -4, 3CLpro inhibitor 7, PfHsp40 rescue -1.8, Vc quorum ag 1.6, TcdB inh 1.9, Rv3671c inh 14, Anthrax LF inh2 -13, Yp Topo-I inh 1, VHR inh abs 5 and MazF activator -3.
`CC(C)(C)N1C(=O)c2ccc(C(=O)Nc3nccs3)cc2C1=O` gave PriA SSB inh -1, 3CLpro inhibitor -4, PfHsp40 rescue -0.1, Vc quorum ag -1.0, Rv3671c inh -6, Anthrax LF inh2 -5, Yp Topo-I inh 0, VHR inh abs 25 and MazF activator 3.
`COc1ccc(OC)c(NC(=O)COC(=O)COc2c(Cl)cc(Cl)c3ccc(C)nc23)c1` gave PriA SSB inh -15, PfHsp40 rescue 0.4, Vc quorum ag -2.4, TcdB inh 0.1, Rv3671c inh 0, Anthrax LF inh2 -9, Yp Topo-I inh 1 and MazF activator 6.
`O=C1NC(c2cccc(Cl)c2)Oc2ccccc21` (stereo unspecified) gave PriA SSB inh -6, 3CLpro inhibitor -6, PfHsp40 rescue 0.9, Vc quorum ag 0.0, TcdB inh 1.5, Rv3671c inh 3, Yp Topo-I inh 5, VHR inh abs 8 and MazF activator 11.
`COCC(=O)Nc1cc(C)c2c(=O)oc3ccccc3c2n1` gave PriA SSB inh -14, 3CLpro inhibitor -2, PfHsp40 rescue -1.5, Vc quorum ag -0.2, TcdB inh -3.9, Rv3671c inh -2, Anthrax LF inh2 -1, Yp Topo-I inh 1, VHR inh abs 12 and MazF activator -26.
Cc1ccc(NC(=O)CN(C)C(=O)c2ccc3[nH]c4c(c3c2)CC(C)CC4)cc1 (stereo unspecified) was read as PriA SSB inh 12, PfHsp40 rescue 11, Vc quorum ag -0.3, TcdB inh -3.6, Rv3671c inh 6, Anthrax LF inh2 -2, Yp Topo-I inh 14 and MazF activator 9.
For CCCCCCn1c(O)c(C=Nc2c(C)n(C)n(-c3ccccc3)c2=O)c(=O)[nH]c1=O the results were PriA SSB inh 4, 3CLpro inhibitor 5, PfHsp40 rescue -0.9, Vc quorum ag inactive, Rv3671c inh 2, Anthrax LF inh2 2, Yp Topo-I inh 7, VHR inh abs 8 and MazF activator -1.
`COc1ccccc1Cn1c(C)c(C(=O)NCc2ccc3c(c2)OCCO3)sc1=O` gave Vc quorum ag -0.4, TcdB inh 0.4, Anthrax LF inh2 -6 and Yp Topo-I inh 31.
CCn1c(C)cc2c(c1=O)C(c1ccncc1)C(C#N)=C(N)O2 (stereo unspecified) was read as PriA SSB inh -8, 3CLpro inhibitor 0, PfHsp40 rescue -0.1, Vc quorum ag -0.7, Rv3671c inh 7, Anthrax LF inh2 -1, Yp Topo-I inh -1, VHR inh abs -10 and MazF activator 0.

An excerpt; count on the stated rates, not on these rows.
